High-throughput results deposited in PubChem BioAssay by several laboratories.
MCL1-BIM inh: MCL1-BIM-BH3 interaction inhibition (human). 320,000 compounds, 0.68% hits. inhibition, % at 10.9 µM. GST-MCL1 / FITC-Bim-BH3 fluorescence polarization. Q07820. AID 2057;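 active means inhibition above the mean inhibition of all tested compounds plus 3 SD, set per campaign, cut at about 40% in these data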;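 further: 0% = DMSO wells and 100% = unlabeled Bim-BH3 peptide control; higher means more loss of mP so more displacement of Bim peptide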
GRK2 aptamer HTS: inhibitors of human GRK2 displacing RNA aptamer. P25098. bead flow cytometry, FAM-aptamer displacement from GRK2. inhibition of aptamer binding, % at 10 µM. 330,000 compounds, 0.59% hits. AID 488847;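 active means inhibition of aptamer binding above 40%, roughly 3 SD of noise, on plates passing a quality check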;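 further: median bead fluorescence of bound FAM aptamer so fluorescent compounds give negative values; no value below 0 was filed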
Efflux pump inh: blocks antifungal efflux pumps in multiplex yeast assay; S. cerevisiae Candida pump triplex, Nile Red efflux; inhibition, % at 10 µM; AID 485275; 330,000 compounds, 0.44% hits;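 active means plate passing quality check with inhibition over a set limit, or well fluorescence over plate mean plus 4 SD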;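 further: Nile Red retained in pooled yeast measured as flow cytometry median fluorescence; 0% = buffer negative control and 100% = Enniatin B positive control; higher means more Nile Red kept so more efflux inhibition; some compounds called inactive have numbers as strong as hits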
PME-1 inh: blocks human protein phosphatase methylesterase 1 | inhibition, % at 5.9 µM | AID 2130 | Q9Y570 | recombinant PME-1, FP-Rh probe fluorescence polarization | 320,000 compounds, 0.53% hits;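 active means inhibition above the campaign mean of all compounds plus 3 SD, cut at about 26% in these data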;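 further: competitive labeling of PME-1 active site by serine hydrolase directed probe; 0% = PME-1 with DMSO and 100% = wells lacking PME-1 enzyme; inhibitors block probe labeling so polarization falls and inhibition rises; many of its hits are not listed in these tables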
Target sequence (Q9Y570 whole entry, looked up): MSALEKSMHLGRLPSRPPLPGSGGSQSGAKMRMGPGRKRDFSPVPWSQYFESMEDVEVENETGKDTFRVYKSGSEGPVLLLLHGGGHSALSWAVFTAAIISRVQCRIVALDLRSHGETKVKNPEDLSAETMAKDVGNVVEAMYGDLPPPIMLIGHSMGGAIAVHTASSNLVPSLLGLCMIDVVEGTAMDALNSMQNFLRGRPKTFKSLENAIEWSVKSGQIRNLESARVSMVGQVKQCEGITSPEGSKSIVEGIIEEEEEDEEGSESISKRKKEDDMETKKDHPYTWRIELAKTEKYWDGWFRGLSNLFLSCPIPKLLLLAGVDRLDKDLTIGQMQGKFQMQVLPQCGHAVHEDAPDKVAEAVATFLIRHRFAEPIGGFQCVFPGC
Fam108B counter: blocks mouse Fam108B hydrolase in RBBP9 counter-screen | recombinant Fam108B, FP-Rh probe fluorescence polarization | inhibition, % at 9.51 µM | 300,000 compounds, 0.33% hits;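 active means inhibition above the screen mean inhibition plus 3 SD, computed separately per campaign, cut at about 18% in these data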;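 further: inhibitors lower polarization as less probe binds the enzyme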
VLA-4 inh: inhibition in a human VLA-4 binding assay | VLA-4 expressing cells, ligand binding flow cytometry | inhibition, % (about 7 µM as worked out from the volumes in the protocol) | 330,000 compounds, 0.2% hits; in the data active means inhibition above about 50%
MEX-5 binding: C. elegans MEX-5 TCR-2 RNA binding activity; Q9XUB2; MEX-5/FITC-TCR2 RNA binding, fluorescence polarization; hits give low values; activity score (negative = inhibition of binding), % at 10 µM; 300,000 compounds, 0.38% hits;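 active means inhibition past about -25% in most replicates, and total fluorescence under double the plate's negative control median, limit read from the data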;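 further: 0% = DMSO and -100% = 5 µM competing unlabeled TCR2 RNA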
Bcl-xL primary: blocks human Bcl-xL binding to Bim BH3 peptide; Q07817; 320,000 compounds, 0.7% hits; inhibition, % at 10.9 µM; GST-Bcl-xL / FITC-Bim BH3 peptide fluorescence polarization;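 active means inhibition above the mean of all tested compounds plus 3 SD, cutoff set per campaign, cut at about 30% in these data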;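 further: 0% = DMSO wells and 100% = unlabeled Bim-BH3 peptide competitor; inhibitors lower millipolarization by displacing the labeled peptide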
Target sequence (Q07817 whole entry, looked up): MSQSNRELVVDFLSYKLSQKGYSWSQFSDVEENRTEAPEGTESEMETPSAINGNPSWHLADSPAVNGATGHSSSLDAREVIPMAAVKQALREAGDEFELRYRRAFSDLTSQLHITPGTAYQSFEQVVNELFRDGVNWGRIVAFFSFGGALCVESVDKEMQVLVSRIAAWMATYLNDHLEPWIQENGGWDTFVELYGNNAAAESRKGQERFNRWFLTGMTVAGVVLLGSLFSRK
GLD-1 RNA inh: GLD-1-TGE RNA interaction inhibition (C. elegans) | Q17339 | purified GLD-1 + fluorescein TGE RNA, fluorescence polarization | inhibition, % at 5.96 µM | 320,000 compounds, 0.44% hits | AID 2280;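 active means percent inhibition above a per-plate cutoff, the plate mean of test compounds plus 3 SD, cut at about 30% in these data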;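 further: 0% = DMSO wells with GLD-1 and probe and 100% = wells lacking GLD-1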
Target sequence (Q17339 whole entry, looked up): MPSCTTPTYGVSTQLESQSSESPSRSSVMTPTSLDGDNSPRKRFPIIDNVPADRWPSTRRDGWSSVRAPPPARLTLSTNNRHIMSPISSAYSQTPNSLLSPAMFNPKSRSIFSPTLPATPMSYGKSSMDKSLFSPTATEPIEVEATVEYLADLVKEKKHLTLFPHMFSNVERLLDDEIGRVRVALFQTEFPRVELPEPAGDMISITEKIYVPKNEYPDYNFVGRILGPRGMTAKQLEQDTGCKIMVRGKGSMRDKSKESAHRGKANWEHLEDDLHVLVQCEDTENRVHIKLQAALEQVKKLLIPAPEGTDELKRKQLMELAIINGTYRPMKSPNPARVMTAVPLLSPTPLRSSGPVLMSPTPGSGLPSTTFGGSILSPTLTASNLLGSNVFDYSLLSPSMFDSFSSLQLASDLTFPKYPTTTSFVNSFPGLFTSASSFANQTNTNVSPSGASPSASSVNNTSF
An asterisk follows results filed as active; x = not tested or not shown.

SMILES	MCL1-BIM inh	GRK2 aptamer HTS	Efflux pump inh	PME-1 inh	Fam108B counter	VLA-4 inh	MEX-5 binding	Bcl-xL primary	GLD-1 RNA inh
CC(O)Cn1nc([N+](=O)[O-])nc1N (stereo not given)	9	1	-0.2	7	-3	2	2.6	7	-5
CC(OC(=O)CCc1nc2ccccc2c(=O)[nH]1)C(=O)c1ccc(Br)cc1 (stereo not given)	0	3	-0.1	0	5	-3	3.1	3	5
CSc1ccccc1NC(=O)CN(C)C(C)C(=O)NC(=O)NC1CCCCC1 (stereo not given)	7	0	0.1	12	-1	2	3.7	5	15
c1ccc(Nc2cc(-c3ccccc3)nc3ncnn23)cc1	2	0	0.0	0	-2	3	1.1	4	4
O=C(Cn1cc(F)c(=O)[nH]c1=O)NCCO	2	0	0.0	1	-1	4	1.6	5	4
O=C(NCC1CCCN(C(=O)c2cccnc2)C1)c1ccc(-c2ccccc2)cc1 (stereo not given)	1	2	0.4	-5	0	-9	1.6	3	7
COCCNC(=O)/C(C#N)=C/c1ccc(SC)cc1	0	2	0.1	-4	4	7	1.7	3	-1
O=C(CNC(=O)c1ccccc1)N/N=C/c1ccc([N+](=O)[O-])o1	13	0	0.0	-4	1	0	-2.1	10	6
CCOC(=O)c1cc2c(ccn2C)n1Cc1ccccc1C	5	0	-0.1	2	2	-8	0.9	5	11
Cn1cnc(C(=O)N2CCN(C(=O)OC(C)(C)C)CC2)c1C(=O)N1CCN(C(=O)OC(C)(C)C)CC1	-20	0	1.5	6	x	0	x	-8	-8
O=C(Nc1cnccn1)c1cccc(C(F)(F)F)c1	4	0	0.3	-2	0	3	3.7	4	-2
CC(C)C(=O)Nc1cccc(S(=O)(=O)c2cccc(NC(=O)C(C)C)c2)c1	8	0	0.0	-1	2	-10	-1.0	6	5
COc1ccccc1CNC(=O)COC(=O)c1ccco1	x	4	-0.2	x	x	3	x	x	4
Cc1cccc(OCC(=O)Nc2ccccc2N2CCCCC2)c1	6	2	-0.1	1	-1	-1	3.3	2	5
O=C1C(Cl)=C(Nc2ccccc2)C(=O)c2ccccc21	10	0	-0.2	11	12	36	2.9	6	10
COCCNC(=O)CN(C(=O)CCC(=O)Nc1ccccn1)c1ccccc1OC	-10	0	0.0	7	-3	8	3.7	0	12
COc1cccc(NC2=NC3(CCCCC3)N=C(N)N2)c1	3	0	0.1	1	3	5	-4.8	4	0
COc1cccc(CN2CCNC(=O)C2CC(=O)N(C)CC2CCOCC2)c1 (stereo not given)	5	1	2.5	3	6	2	-3.9	11	4
COc1ccccc1NS(=O)(=O)c1cccc(C(=O)N/N=C/c2ccccc2OCC(=O)O)c1	9	0	0.1	2	-2	-3	-1.4	12	5
Cc1cccc(NC(=S)N(CCc2nc3cc(C)c(C)cc3[nH]2)Cc2cccnc2)c1	-3	0	-0.1	-5	-4	6	4.3	-2	6
O=C(c1ccc(C(=O)N2CCN(c3ccccc3F)CC2)nc1)N1CCN(c2ccccc2F)CC1	-3	0	-0.1	1	-7	x	-2.8	2	2
Cc1ccc(S(=O)(=O)N2CCN(C(=O)c3ccc4nc[nH]c4c3)CC2)cc1	20	4	0.0	5	2	1	-1.1	16	9
COc1ccc(N2C(=O)N3[C@H](c4ccc(Br)cc4)[C@@H]4C(=O)N(C(C)(C)C)C(=O)[C@@H]4[C@]3(Cc3ccccc3)C2=O)cc1	8	1	-0.2	-8	-2	4	2.8	8	6
COc1ccccc1N1CCN(C(=O)CCn2c(=O)[nH]c3ccccc3c2=O)CC1	6	0	-0.2	-3	1	11	-0.8	8	8
CCOC(=O)Nc1ccc2c(c1)N(C(=O)CCN1CCN(CCO)CC1)c1ccccc1S2	7	0	0.4	2	0	8	0.3	0	4
Cc1nn(C)c(C)c1C1C(C#N)=C(N)OC2=C1C(=O)CCC2 (stereo not given)	-3	0	-0.2	1	-2	11	-0.5	2	-3
COc1ccc(NC(=O)c2ccc(NC3=NC4CS(=O)(=O)CC4S3)cc2)cc1 (stereo not given)	5	2	0.0	-3	0	-1	-1.7	3	6
O=C(NCCc1ccc(Cl)cc1)C(=O)Nc1cc2c3c(c1)CC(=O)N3CCC2	-5	0	0.0	-1	-5	-4	0.5	-2	6
COc1ccc(NC(=O)Nc2ccon2)c(OC)c1	-10	0	0.1	8	-1	-41	-0.6	-6	-15
COc1ccc(CCNC(=O)c2cc(=O)[nH]c3ccc(Br)cc23)cc1OC	3	0	0.2	-3	2	5	-2.2	4	0
Cc1ccc(-c2noc(CN(C(=O)C34CC5CC(CC(C5)C3)C4)C(C)C)n2)cc1	7	4	0.1	-1	3	8	-2.8	6	3
Cc1nc2c3ccccc3n(CCN3CCCCC3)c2s1	3	0	-0.1	-3	1	-10	-2.3	1	3
CCc1nnc(SCC(=O)Nc2ccccc2)nc1CC	-3	0	0.2	-6	-3	-41	-1.8	3	12
O=C(Nc1nnc(SCC(=O)N2CCCCC2)s1)c1cccs1	-2	2	0.0	1	-2	8	0.1	-8	-7
COc1ccc(C(OCC2CO2)c2ccc(OC)cc2)cc1 (stereo not given)	3	1	0.1	-1	8	9	1.3	1	4
COc1cccc(/C=C/C(=O)N2CCN(c3ccccn3)CC2)c1	-18	1	0.1	2	-4	0	-0.7	-12	-5
CCC(C(=O)c1ccc2ncccc2c1)c1ccccc1 (stereo not given)	-5	4	0.0	1	-3	-8	0.4	2	-4
COC(=O)c1nnn(CC(=O)Nc2cccc(Cl)c2C)c1C(=O)OC	0	0	0.0	-1	-1	8	2.3	2	6
CC(=O)c1cccc(NC(=O)c2ccc(N(Cc3ccccc3)S(C)(=O)=O)cc2)c1	-1	0	-0.2	1	-2	5	-1.4	-3	1
Cc1ccc(NC(=O)c2ccc(S(=O)(=O)N3CCCCC3)cc2)nc1	1	1	0.0	-3	x	14	x	6	2
COc1ccc(C(CC(=O)Nc2ccc(C)cn2)N2Cc3ccccc3C2=O)cc1 (stereo not given)	-6	0	0.1	4	-1	26	0.3	-3	7
COc1cccc(N(C(=O)CNC(=O)c2ccco2)C(C(=O)NC2CCCC2)c2ccncc2)c1 (stereo not given)	1	1	0.1	-11	0	15	-1.7	0	-5
Cn1c(=O)c2c(nc(NCCCO)n2Cc2cccc(C(F)(F)F)c2)n(C)c1=O	-12	0	0.0	-3	-1	1	-3.5	8	-6
Cc1cccc(/C=N/NC(=O)c2cccc(NC(=O)c3ccccc3)c2)n1	4	0	-0.2	-7	-3	-8	-0.8	3	1
Cc1ccc(Cn2cccc2C2=NC(C)CO2)cc1 (stereo not given)	1	0	0.0	3	6	31	3.0	0	3
CN(CCCN1CCOCC1)C(=O)c1cc(COc2c(F)cccc2F)on1	10	1	-0.1	2	4	11	3.3	6	-9
CCn1c(SCC(N)=O)nnc1-c1ccc2[nH]c(C)c(C)c2c1	4	0	0.0	0	-7	-4	0.0	5	2
CN(C)c1ccc(NC2=C(Cl)C(=O)c3ccccc3C2=O)cc1	41*	2	-0.2	14	9	19	-3.3	28	4
CC(=O)N1c2ccc(S(=O)(=O)NCCC(=O)NCCc3ccc(Cl)cc3)cc2CC1C (stereo not given)	2	4	0.0	-6	1	-5	0.3	1	10
Cc1ccc(OCC(=O)N/N=C/c2cccnc2)cc1C	6	0	0.1	-2	11	8	-0.6	6	4
S=C(Nc1cccc(Br)c1)N1CCn2cccc2C1c1cccnc1 (stereo not given)	0	1	0.1	-6	-4	5	-2.1	-1	-3
Cc1ccc(Cl)cc1Nc1nc(-c2sc(NC(=O)c3ccccc3)nc2C)cs1	15	4	0.1	-9	8	-10	-0.7	10	-10
C=CCO/N=C(/C)c1c(O)c(CC)c(-c2ccccc2)n(-c2ccccc2)c1=O	3	0	0.0	-4	2	-3	-1.7	4	-4
Cc1[nH]nc(Nc2ccccc2)c1[N+](=O)[O-]	-1	1	0.1	7	3	-14	-1.4	1	7
CC1(c2ccccc2)NC(=S)N2C1NC(=S)N2c1ccccc1 (stereo not given)	2	0	0.1	4	-1	5	-1.0	-1	-7
CCC(C(=O)NC1CCCC1)N(C(=O)c1snc(C(N)=O)c1N)c1ccc(C)cc1C (stereo not given)	3	0	0.5	0	-1	0	0.4	1	3
CNC(=O)CN(c1ccc(Oc2ccccc2)cc1)S(=O)(=O)c1ccc(C)cc1	5	1	0.1	6	0	-2	-1.7	6	6
COC(=O)CSc1nc2sc(C)c(C)c2c(=O)n1C	0	0	0.1	-7	1	2	-1.0	7	3
CC(C)[C@H](NC(=O)N1c2ccccc2NC(=O)[C@@H]1C(C)C)C(=O)N[C@H](C(=O)O)c1ccccc1	-3	1	0.4	8	3	-7	1.8	2	-3
CCOC(=O)c1cc(NC(=O)COc2ccc([N+](=O)[O-])cc2)cc(C(=O)OCC)c1	7	0	-0.2	0	-3	-2	0.7	3	2

Sorted by value in Bcl-xL primary (highest first): 3 from the list above
Compound | MCL1-BIM inh | GRK2 aptamer HTS | Efflux pump inh | PME-1 inh | VLA-4 inh | MEX-5 binding | Bcl-xL primary | GLD-1 RNA inh
Cc1ccc(Cl)cc1Nc1nc(-c2sc(NC(=O)c3ccccc3)nc2C)cs1 | 15 | 4 | 0.1 | -9 | -10 | -0.7 | 10 | -10
CCOC(=O)c1cc(NC(=O)COc2ccc([N+](=O)[O-])cc2)cc(C(=O)OCC)c1 | 7 | 0 | -0.2 | 0 | -2 | 0.7 | 3 | 2
Cc1[nH]nc(Nc2ccccc2)c1[N+](=O)[O-] | -1 | 1 | 0.1 | 7 | -14 | -1.4 | 1 | 7

The results go on.
SMILES	MCL1-BIM inh	GRK2 aptamer HTS	Efflux pump inh	PME-1 inh	Fam108B counter	VLA-4 inh	MEX-5 binding	Bcl-xL primary	GLD-1 RNA inh
COc1ccc(CNc2ncnc3cc(Cl)ccc23)cc1	-2	3	0.1	-1	-2	32	2.3	4	2
O=C(CNC(=O)c1cccs1)N/N=C/c1c[nH]c2ccccc12	2	4	0.0	5	2	5	1.3	5	4
COc1ccc(Br)cc1Cn1nnc(C(=O)Nc2ccc3c(c2)OCCO3)c1N	6	3	0.0	5	1	-16	-1.9	5	-4
COc1ccccc1-c1c(C)c(C)nc(N)c1C#N	7	0	0.0	1	3	-4	1.0	6	-1
CC(=O)Oc1c2occc2cc2ccc(=O)oc12	-1	1	0.0	10	-2	-5	-4.2	2	11
C=CCSC1=NN2CCS(=O)(=O)N=C2S1	-5	5	0.0	1	-3	5	-1.1	5	-3
COCCN(CC(=O)Nc1cccc(C)c1C)C(=O)Cc1cccs1	0	0	0.0	-2	x	-2	x	2	-8
Cc1oc(-c2ccccc2F)nc1CS(=O)(=O)CC(=O)NCCCN1CCN(C)CC1	-3	0	0.6	-8	-3	9	0.4	1	-1
CCCNCc1cc(OC)c(OCc2ccccc2)cc1Br	-1	0	0.1	1	0	1	-2.7	0	-1
O=c1c2oc3ccccc3c2[nH]c(=S)n1-c1ccc(F)cc1	9	0	0.1	-1	1	-6	1.5	10	-2
Cc1nn(Cc2ccccc2Cl)c(Cl)c1/C=C/C(=O)OCC(=O)NC(N)=O	-3	0	-0.2	-4	4	6	1.0	1	-4
O=C(c1ccccc1)N1CC(COc2ccccc2)OC(c2cccnc2)O1 (stereo not given)	0	1	0.1	2	-6	26	0.1	-2	-8
O=C(Nc1nc(-c2cccs2)c(C(=O)C(F)(F)F)s1)c1ccccc1	-4	0	0.2	-8	-6	11	0.4	-4	7
O=C(NCc1ccccn1)Nc1ccc(Br)cc1	-4	x	0.0	-9	1	17	0.6	-8	-1

This is a subset; the hit share may differ from the screen's.
